Compound activity deposited in PubChem by several laboratories.
Shn3 inh set2 – inhibitors of Schnurri-3 3'UTR reporter in osteoblasts | Clone20 osteoblast Shn3 3'UTR firefly luciferase, 24 h | inhibition, % at 12.5 µM | actives 0.52% (n = 360,000) | AID 588674;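 active = mean inhibition of at least 75% with every replicate also reaching 75%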;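 also: 0% = median of neutral control wells and 100% = pilot-screen positive control compound; some compounds past the cut are filed as inactive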
CF NFkB inh – blocks PAF-induced NF-kB reporter in cystic fibrosis cells | KKLEB NF-kB-GFP reporter, GFP fluorescence overnight | inhibition, % at 5 µM | actives 0.86% (n = 360,000) | AID 588850;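 active = at least 50% inhibition at 5 µM, scaled per plate between neutral and stimulator controls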;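 also: PAF is a Pseudomonas aeruginosa culture filtrate used as stimulus; plate controls were PAF-stimulated DMSO wells for no effect and unstimulated DMSO wells for full effect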
Peg3 prom inh – inhibitors of Peg3 promoter. HeLa PEG-Prom luciferase reporter, luminescence, overnight. inhibition, % at 20 µM. actives 1.7% (n = 360,000);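 active = inhibition of at least 50% at 20 µM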
KKLEB cytotox – reduces viability of KKLEB cystic fibrosis airway cells; KKLEB CF airway cells viability, ATPlite luminescence, overnight; stronger effect = lower value; cells stimulated with P. aeruginosa culture filtrate; activity change (cytotoxicity), % at 5 µM; actives 0.36% (n = 360,000); AID 602141;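 active = corrected activity change at or below -50% at 5 µM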
TROY NFkB inh – blocks TROY-dependent signaling in reporter cells | Q293 LMP1-TROYcd NF-kB luciferase reporter, 4 h | inhibition, % at 10 µM | actives 0.98% (n = 360,000) | AID 1347056;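 active = compounds whose plate-normalised and pattern-corrected inhibition of the luciferase reporter signal at the single screening dose is 50% or more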
MITF TRPM1 inh – reduces MITF-dependent TRPM1 promoter luciferase signal; SK-MEL-5 TRPM1 promoter luciferase, 24 h; inhibition, % at 12.5 µM; actives 0.83% (n = 330,000);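 active = mean inhibition across replicates of 60% or more, whatever share of single replicates reaches that level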; also: values of inactives mirror those of a sister screen read the other way
TWEAK Fn14 block – inhibitors of TWEAK-Fn14 interaction signaling; TWEAK-stimulated Fn14 reporter cells, luciferase luminescence, 8 h; inhibition, % at 10 µM; actives 2% (n = 360,000); AID 1159606; in the data active = inhibition above about 50%
NR2E3 ag-1 – agonists of human NR2E3 nuclear receptor; Q9Y5X4; CHO-S Gal4-NCOR/VP16-NR2E3 two-hybrid, luciferase; inhibition of corepressor binding, % at 3.98 µM; actives 0.35% (n = 360,000); AID 602229;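 active = inhibition above the mean of all tested compounds plus 3 SD, cut at about 70% in these data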;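 also: 0% = DMSO with NR2E3 transfected cells and 100% = cells lacking NR2E3 construct; higher means lower luciferase signal from less NR2E3 corepressor binding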
Target sequence (Q9Y5X4 whole entry, looked up, the tested form may be a part): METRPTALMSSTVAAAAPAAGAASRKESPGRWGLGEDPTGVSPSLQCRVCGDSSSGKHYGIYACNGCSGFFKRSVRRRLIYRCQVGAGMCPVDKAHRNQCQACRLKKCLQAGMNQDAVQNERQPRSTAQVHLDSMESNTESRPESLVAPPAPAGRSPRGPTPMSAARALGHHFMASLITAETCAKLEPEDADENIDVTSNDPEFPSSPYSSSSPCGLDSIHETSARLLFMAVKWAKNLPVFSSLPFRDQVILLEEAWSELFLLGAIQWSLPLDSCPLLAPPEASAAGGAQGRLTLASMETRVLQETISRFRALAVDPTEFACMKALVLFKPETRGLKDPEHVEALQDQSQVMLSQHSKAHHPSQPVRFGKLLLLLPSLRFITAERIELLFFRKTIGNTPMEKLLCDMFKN
C8 TRAIL sens – sensitizes caspase-8 expressing cells to TRAIL | NB7+C8 cells + TRAIL, ATPlite viability luminescence | inhibition (viability loss, TRAIL sensitization), % at 10 µM | actives 1% (n = 360,000) | AID 624354;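 active = compounds causing at least 50% loss of cell viability in the single-dose screen, relative to plate controls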
HIF-2a block – blocks HIF-2a reporter activity; 786-0 RCC cells HIF-2a reporter, luciferase luminescence, overnight; inhibition, % at 18.8 µM; actives 0.72% (n = 360,000);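 active = inhibition of the luminescence signal of 40% or more relative to plate controls, in a single-dose primary screen at 18.75 µM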
NR2E3 ag-2 – agonists of human nuclear receptor NR2E3 | GST-NR2E3/biotin-RetCOR TR-FRET, 1536-well | Q9Y5X4 | AID 2300 | actives 0.12% (n = 320,000) | inhibition of corepressor binding, % at 4.78 µM;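 active = percent inhibition above the cutoff of mean plus 3 SD of all tested compounds, set per screening campaign, cut at about 20% in these data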;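 also: 0% = DMSO wells and 100% = biotin wells as full block of FRET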
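System: GST-tagged NR2E3 plus biotinylated RetCOR corepressor; Amount: 1.35 nM GST-tagged NR2E3 final; Dosing: single nominal compound dose of 4.8 µM; Schedule: 5 h incubation at 4 °C; Technique: TR-FRET with europium anti-GST and streptavidin-D2, 340 nm excitation; Controls: biotin wells as high control, 0.6% DMSO wells as low control.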
* = called active by the depositor; · = not tested or not shown.

The line under a structure holds: Shn3 inh set2	CF NFkB inh	Peg3 prom inh	KKLEB cytotox	TROY NFkB inh	MITF TRPM1 inh	TWEAK Fn14 block	NR2E3 ag-1	C8 TRAIL sens	HIF-2a block	NR2E3 ag-2
O=C(NCC1CCCO1)c1cnc(Cl)c(Cl)c1 (stereo unspecified)
→ -18	-4	12	12	-4	-3	4	-36	10	8	-3
CC(NS(=O)(=O)c1ccc([N+](=O)[O-])cc1)C(c1cccs1)N1CCOCC1 (stereo unspecified)
→ 14	11	13	-3	4	26	-2	-1	1	7	-2
Cc1cc(=O)n2nc(N3CCC(C(=O)Nc4c(F)c(F)c(F)c(F)c4F)CC3)sc2n1
→ 0	-6	13	6	6	7	15	-3	3	5	2
Cc1ccc(NC(=O)C(OC(=O)c2ccc(F)cc2)c2ccccc2)cc1Cl (stereo unspecified)
→ -7	-8	-35	-5	-14	-6	-13	4	5	-79	-4
Cn1c(=O)c2c(nc(NC3CCCCC3)n2CC(=O)C23CC4CC(CC(C4)C2)C3)n(C)c1=O
→ 26	-8	22	-6	16	19	3	5	6	16	3
O=C(CN1CCSC1=NCc1ccccc1)c1ccc(Cl)c(Cl)c1
→ -17	3	-33	7	16	-17	-6	10	-4	-20	-1
Cc1cccc(/C=N\NC(=O)c2ccc(Cl)cc2)c1O
→ 27	26	-131	-19	-32	14	-12	-78	55*	-279	0
O=C(O)C(NC(=O)C1CCCN1C(=O)OCc1ccccc1)c1ccccc1 (stereo unspecified)
→ -5	4	1	11	13	-6	2	8	-7	0	·
CC(C)(C)c1ccc(C2=CC(c3ccccc3F)n3ncnc3N2)cc1 (stereo unspecified)
→ -25	3	-25	15	-25	-59	-35	-30	4	-110	5
Fc1ccc(N=Cc2ccc[nH]2)cc1
→ 2	0	5	7	2	-2	10	-25	4	11	-1
COc1ccc(C(=O)Nc2ccc(C(=O)N3CCCC3)cc2)cc1[N+](=O)[O-]
→ 10	0	-5	-3	0	9	-1	0	10	-10	-1
CN(c1cccc(NC(=O)c2ccccc2N(C)S(C)(=O)=O)c1)S(C)(=O)=O
→ 7	-13	-4	-1	-15	0	-23	-9	-9	8	4
CCNC(=O)CN(c1ccc(F)cc1)S(=O)(=O)c1ccc2c(c1)OCCO2
→ -1	-15	-9	6	-9	-7	5	-20	2	3	0
COc1ccc(NC(=O)CSc2nc(C)cs2)c(OC)c1
→ 1	0	-17	0	-12	-11	-22	-32	-1	-26	0
COc1ccccc1N1CCN(C(=O)C2CCN(S(=O)(=O)c3ccc4c(c3)CC(C)N4C(C)=O)CC2)CC1 (stereo unspecified)
→ 17	20	-21	2	18	9	6	15	9	9	-2
C#CCn1cc(/C=N/NC(=O)COc2cccc3cccnc23)c2ccccc21
→ -14	-10	-43	-5	6	0	-17	-18	2	-66	-4
COc1ccc(/C=N/NC(=O)c2ccc(Br)cc2)cc1Cn1cc(Cl)cn1
→ 2	1	-9	-3	11	-7	6	-14	1	17	3
C/C(=N/NC(=O)CNC(=O)c1cccnc1)c1ccc([N+](=O)[O-])cc1
→ 42	-5	3	5	1	-1	10	-23	0	3	-1
COc1ccc(NC(=O)CC(c2ccccc2)c2ccco2)cc1 (stereo unspecified)
→ 1	1	-8	2	-48	-5	-9	-20	4	-46	1
CCN(CC)C(=O)CC(c1ccccc1)c1ccco1 (stereo unspecified)
→ 4	21	8	-10	1	5	8	-2	0	8	1
COc1ccc(S(=O)(=O)N(CC(=O)NCc2cccnc2)c2ccc(C)cc2)cc1OC
→ 17	-2	10	7	16	-1	-16	-31	11	6	3
CCCN1C(=O)N(c2cccc(C)c2)C(C)(O)CC1(C)C (stereo unspecified)
→ -19	-2	15	2	10	·	8	-1	2	13	2
FC(F)(F)c1ccccc1-n1c(CN2CCCCC2)n[nH]c1=S
→ ·	4	15	12	-14	-10	11	-6	-1	-7	2
COc1ccc(C2CC(c3cccc(OC)c3)n3nc(N)nc3N2)cc1 (stereo unspecified)
→ -15	2	4	8	-9	7	5	-15	-10	11	4
Cc1ccc(-n2c(C)cc(=O)cc2C)c(C)c1
→ -14	18	12	-6	-1	-2	-5	1	-6	19	3
OCC1(CCc2ccccc2)CCCN(CCCC(F)(F)F)C1 (stereo unspecified)
→ -5	16	13	-4	-3	1	5	19	1	19	·
O=C(N/N=C/c1cccc([N+](=O)[O-])c1)C1CC1c1ccccc1 (stereo unspecified)
→ 6	-6	-2	14	-7	-4	-8	-7	-13	9	-4
O=C(Nc1ccc(F)cc1F)c1ccco1
→ -31	-4	-32	-1	-30	-26	-21	-35	-10	-10	0
CCOC(=O)C1OC1(c1ccccc1)c1ccccc1 (stereo unspecified)
→ 37	-9	11	-5	-3	-2	3	-55	-13	5	·
Cc1ccc(Cn2c(=O)oc3ccccc32)cc1
→ 4	-9	15	0	-19	6	10	-9	5	7	-3
COC(=O)C1CCN(Cc2ccc(C)cc2)CC1
→ -3	-4	-2	-9	-5	5	-19	-4	-16	12	0
CC(O)c1nc2ccccc2n1CCCOc1ccccc1 (stereo unspecified)
→ 6	0	-29	-4	-29	1	7	29	0	-2	2
CC(=O)Nc1ccc(Nc2ncnc3c2cnn3-c2ccccc2)cc1
→ -40	18	-266	6	-65	-48	-4	-69	8	-182	3
CCOC(=O)C(=NC(C)(C)C)NNc1cc(Cl)ccc1Cl
→ -19	16	12	3	2	8	11	3	-8	22	-2
COc1ccc(Cl)cc1NC(=O)CN(C)C(=O)c1cc(C)oc1C
→ -5	-8	22	2	3	1	1	22	-3	0	3
Cc1ccc(C(=O)Nc2cccc(C(=O)N/N=C/c3ccc(O)cc3)c2)cc1
→ -36	-7	2	12	-64	10	-48	-52	33	-14	-1
COc1ccc(NS(=O)(=O)c2ccc(-c3cnc(C4CC4)o3)cc2)cc1OC
→ 82	21	28	-3	1	-2	-2	104*	11	28	0
C[C@@]12C(=O)N(Cc3ccco3)CC(=O)N1[C@H]1c3cc(Cl)ccc3OC[C@@H]1[C@@H]2c1ccccc1
→ -11	-7	1	8	16	-10	9	0	-14	24	·
Cc1nc(NCCCn2ccnc2)c2oc3ccccc3c2n1
→ 3	15	17	-8	-9	2	7	-1	5	-18	0
COCCNc1nc(-c2ccc(OC)cc2C)c2sc(-c3ccccc3)cc2n1
→ 29	28	26	-15	13	·	35	-37	13	-28	·

Next part, overlapping the part above by three compounds.
The line under a structure holds: Shn3 inh set2	CF NFkB inh	Peg3 prom inh	KKLEB cytotox	TROY NFkB inh	MITF TRPM1 inh	TWEAK Fn14 block	NR2E3 ag-1	C8 TRAIL sens	HIF-2a block	NR2E3 ag-2
C[C@@]12C(=O)N(Cc3ccco3)CC(=O)N1[C@H]1c3cc(Cl)ccc3OC[C@@H]1[C@@H]2c1ccccc1
→ -11	-7	1	8	16	-10	9	0	-14	24	·
Cc1nc(NCCCn2ccnc2)c2oc3ccccc3c2n1
→ 3	15	17	-8	-9	2	7	-1	5	-18	0
COCCNc1nc(-c2ccc(OC)cc2C)c2sc(-c3ccccc3)cc2n1
→ 29	28	26	-15	13	·	35	-37	13	-28	·
COCCNC(=O)C(C)OC(=O)C1=Cc2ccccc2OC1 (stereo unspecified)
→ -4	-8	-33	6	0	-3	2	-9	-6	-22	1
c1cnc(SCCCOc2ccc3ccccc3c2)nc1
→ -37	-7	-228	-16	-64	-72	-65	-67	-4	-218	3
O=C(CC1Nc2ccccc2NC1=O)NC1CCCCC1 (stereo unspecified)
→ -18	-3	-25	5	-44	-11	-10	-9	11	-18	-2
O=C(NCC1CC1)c1ccc(-n2ccnc2)c2ccoc12
→ -4	8	-5	2	-2	·	-28	-37	0	-27	·
O=C(NCCN1CCN(S(=O)(=O)c2ccc([N+](=O)[O-])cc2)CC1)C(=O)Nc1ccccc1
→ 9	8	12	-4	2	4	-10	20	5	9	-1
COc1ccc(F)cc1-c1cc(NC(C)=O)c2ncc(-c3cc(OC)c(OC)c(OC)c3)n2c1
→ 13	-8	30	-3	20	·	36	-6	19	-2	·
CCc1c(C)nc(SCC(=O)N2CCCCC2C)[nH]c1=O (stereo unspecified)
→ 10	0	2	8	-12	3	-9	-38	-9	2	5
Cc1c(CCC(=O)O)c(=O)oc2cc(O)ccc12
→ 11	6	-3	2	12	-2	7	-5	-7	10	-3
Cc1ccc(-n2ncc3c2CC(C)(C)CC3NC(=O)c2ccccn2)cc1 (stereo unspecified)
→ 15	11	-45	4	21	-11	-7	-5	10	-45	-1
COc1ccc(CN2CCC(=O)N([C@H](CO)Cc3ccccc3)CC2)cc1OC
→ -6	-15	3	4	-4	0	15	-18	12	9	6
Cc1ccc(C2(O)C(=O)c3ccccc3C2=O)c(O)c1C
→ 0	-13	-14	-9	-23	-1	16	-1	4	20	2
Cc1c(C(=O)NN)nc2ccccn12
→ 9	-34	10	17	-3	12	-8	-8	2	1	3
Cc1ccc(C)c(SCC(=O)NC(=O)NCc2ccccc2)c1
→ -2	6	28	-3	0	0	-8	-29	8	11	-1
O=C(COC(=O)/C=C/c1cccs1)Nc1ccc(Cl)cc1F
→ 21	-7	-10	-12	-4	3	-2	-31	11	-1	·
CCN(CC)CCN1C(=O)C(O)=C(C(C)=O)C1c1ccccc1[N+](=O)[O-] (stereo unspecified)
→ ·	-26	-26	1	15	7	19	-12	-22	-24	1
CCC(=O)N1c2ccc(S(=O)(=O)N3CCN(c4ccc([N+](=O)[O-])cc4)CC3)cc2CC1C (stereo unspecified)
→ 84	-15	16	-1	20	2	40	-40	33	16	-2
CN(Cc1ccccc1)C(=O)c1cc2ccccc2o1
→ -21	-9	-46	12	-56	-45	-7	-25	-2	-187	2
CC(C)[C@H](NS(=O)(=O)c1ccccc1)C(=O)OCC(=O)Nc1ccc2c(c1)OCO2
→ -1	19	-16	-5	-29	1	-24	-21	3	-11	0
CC(C)c1ccccc1NC(=S)NCc1ccncc1
→ 6	7	14	2	-5	-7	20	23	-7	11	7
O=C(NC1CS(=O)(=O)CC1NCc1ccccc1)c1ccccc1 (stereo unspecified)
→ 6	-8	11	9	10	1	7	4	-3	10	-4
CC(Oc1ccccc1)C(=O)Nc1cccc(-c2nc3ccccc3[nH]2)c1 (stereo unspecified)
→ 12	-5	-29	-2	-2	-4	28	-72	9	-32	3
CCCCNC(=O)CNC(=O)c1nn(-c2ccc(OC)c(Cl)c2)c(=O)c2ccccc12
→ 9	-13	8	12	-26	-1	-5	-25	-4	17	-3
O=C(/C=C/c1ccc(Cl)cc1)NC1CC2CCC1C2 (stereo unspecified)
→ -28	1	-196	6	-38	-57	-23	-44	7	-262	4
COc1ccc(C2C3=C(CC(C)(C)CC3=O)N(CCN3CCOCC3)C3=C2C(=O)CC(C)(C)C3)cc1
→ -1	-23	10	8	0	-4	-11	-11	-26	13	0

A portion of the library. The share of hits here may be higher or lower than overall.
